GlmU inhibition = inhibition of mycobacterial GlmU enzyme – biochemical, glucosamine-1-phosphate acetyltransferase (AID 1376). M. tuberculosis GlmU acetyltransferase enzyme assay; higher % means a stronger effect. inhibition, %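 (tested at 30 µM in the primary screen)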; hits with a dose series show IC50 in µM. actives 0.25% (n = 220,000); in the data active = inhibition above about 13%;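 also: 0% = complete reaction with vehicle and 100% = reaction without substrate; strong numbers were not always called active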
Mtb RmlCD inh = M. tuberculosis RmlC/RmlD inhibition; P9WH09+P9WH11; RmlC+RmlD coupled enzyme assay, percent inhibition; primary screen in compound mixtures; inhibition, % at 3.6 µM; actives 0.03% (n = 160,000); in the data active = inhibition mostly above about 34%, no sharp cut-off; also: some results filed as inactive read as strong as hits
Target sequence (P9WH09 whole entry, looked up): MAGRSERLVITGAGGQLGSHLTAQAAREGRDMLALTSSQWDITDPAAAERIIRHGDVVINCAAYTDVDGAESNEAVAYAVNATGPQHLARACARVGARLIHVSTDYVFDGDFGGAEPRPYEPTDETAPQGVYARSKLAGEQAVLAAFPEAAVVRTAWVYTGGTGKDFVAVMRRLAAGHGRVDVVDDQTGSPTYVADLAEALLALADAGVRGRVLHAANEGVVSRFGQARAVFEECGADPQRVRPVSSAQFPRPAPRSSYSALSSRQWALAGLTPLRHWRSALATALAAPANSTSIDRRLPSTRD
Target sequence (P9WH11 whole entry, looked up): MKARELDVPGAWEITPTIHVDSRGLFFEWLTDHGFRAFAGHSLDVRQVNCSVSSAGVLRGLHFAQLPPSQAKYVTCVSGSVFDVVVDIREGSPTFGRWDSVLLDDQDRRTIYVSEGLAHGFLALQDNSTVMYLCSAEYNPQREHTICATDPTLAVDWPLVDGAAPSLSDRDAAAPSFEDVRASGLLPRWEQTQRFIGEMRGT
* hit, by the source's call; . = not tested or not shown. Some of the compounds tested; count on the stated rates, not on these rows.

SMILES	GlmU inhibition	Mtb RmlCD inh
CCCCn1c(NC(=O)CC)c(C#N)c2nc3ccccc3nc21	-1.0%	20
O=c1cc(CSc2nc3ccccc3[nH]2)c2ccccc2[nH]1	-3.6%	.
Nc1cc(C(=O)OCC(=O)N2CCCC2)ccc1Cl	5.5%	4
CCn1c(SCC(=O)N=Nc2c(O)[nH]c3ccccc23)nnc1-c1ccc(C(C)(C)C)cc1	3.3%	3
CCN(CC)C(=O)CSc1nc(OC)cc(=O)[nH]1	1.7%	5
COc1ccc(NC(=O)CSc2nncs2)cc1S(N)(=O)=O	1.2%	-12
O=C(NC(=S)Nc1cccc(O)c1)c1ccco1	2.1%	-7
CC(C)NC(=O)CCCn1cc([N+](=O)[O-])cn1	-0.9%	15
CCOc1ccc(OCC)c(NC(=O)CC2Oc3ccccc3NC2=O)c1 (stereo not given)	6.0%	.
COc1cccc(C(=O)/C=C/Nc2ccc(S(=O)(=O)Nc3onc(C)c3C)cc2)c1	8.2%	5
N/C(=N\OC(=O)COc1ccc2ccccc2c1)c1cccnc1	2.3%	8
Cc1cc(C)c(NC(=O)CSc2nc3ccc(NC(=O)CSc4nnnn4Cc4ccccc4)cc3s2)c(C)c1	1.1%	.
COc1ccc(OC)c(CN2CCC(C(=O)N(C)CCc3ccc(OC)c(OC)c3)CC2)c1	1.1%	9
O=C(CN(c1ccccc1F)S(=O)(=O)c1ccccc1)Nc1ccccc1C(=O)N1CCOCC1	-1.4%	-11
CCC(=O)Nc1ccc(-c2nnc(-c3ccccc3)o2)cc1	-6.2%	0
COc1cccc(C2CC(c3cccs3)=NN2S(C)(=O)=O)c1OC (stereo not given)	0.2%	3
COC(=O)/C=C/C(=O)Nc1cccnc1	6.1%	0
COc1ccc(Cn2cccc(NC(=O)Nc3cccc(OC)c3)c2=O)cc1	3.6%	14
CN(C)c1ccc(C(=O)/C=C/c2ccccc2)cc1	5.1%	4
COc1ccc(NC(=O)Cn2c(=O)n(-c3ccccc3)c(=O)c3sccc32)c(OC)c1	-1.5%	4
CCCCCOC(=O)Cn1c(=O)c2c(nc(N3CCOCC3)n2C)n(C)c1=O	-5.8%	68
CCc1nnc(NC(=O)c2nn(-c3ccccc3)nc2C)s1	1.8%	13
O=C(O)C1CCCN(S(=O)(=O)c2ccc(Br)cc2)C1 (stereo not given)	-0.9%	.
COc1ccc(C(C)NC(=O)C2CCCO2)cc1OC (stereo not given)	1.4%	-9
CC(C)c1ccc(CN(C)CC(O)c2ccccc2)cc1 (stereo not given)	-1.2%	0
COCC(=O)N(Cc1cc2cc(OC)ccc2[nH]c1=O)c1ccccc1	2.0%	-9
COc1cccc(N2CCN(C3CCCC(C)C3)CC2)c1 (stereo not given)	-1.7%	.
O=C(NCCC1=CCCCC1)C1CCN(C(=O)Nc2ccccc2)CC1	2.8%	6
CC(C)Sc1nc2c([nH]c3ccccc32)c(=O)n1C	-3.7%	1
O=C(OCc1cnc(Cl)s1)c1ccccc1Cl	-2.6%	.
COc1cc(C(=O)NCc2ccncc2)cc(OC)c1OC	2.9%	5
O=C(COc1ccccc1O)c1cccs1	-3.3%	3
CCOC(=O)CSc1nc(C)nc2c1sc1nc(C)c(C(C)=O)c(-c3ccc(OC)cc3)c12	2.7%	-8
COc1ccc2oc3cc(C)[n+]([O-])c(-c4ccc(C)cc4)c3c2c1	-1.5%	-7
COc1ccc(N2C(=O)C(F)(F)C2c2cccc(F)c2)cc1 (stereo not given)	-1.8%	-8
O=C(CSC1c2ccccc2C(=O)N1c1ccccc1)N1CCOCC1 (stereo not given)	6.9%	2
O=C(O)c1ccccc1-c1ccccc1C(=O)Nc1cccc(-c2nc3ccccc3o2)c1	0.4%	-6
COCCCNc1nc2c(c(=O)[nH]c(=O)n2C)n1CCCc1ccccc1	0.2%	13
CNC(=O)/C(=C\c1ccc([N+](=O)[O-])cc1)NC(C)=O	.	2
NNC(=O)C1CC1c1ccccc1 (stereo not given)	-3.2%	7

Compound profiles (already shown):
`COc1ccc(OC)c(CN2CCC(C(=O)N(C)CCc3ccc(OC)c(OC)c3)CC2)c1` is entered as GlmU inhibition: 1.1%; Mtb RmlCD inh: 9
`CC(C)NC(=O)CCCn1cc([N+](=O)[O-])cn1` is entered as GlmU inhibition: -0.9%; Mtb RmlCD inh: 15
`CCC(=O)Nc1ccc(-c2nnc(-c3ccccc3)o2)cc1` is entered as GlmU inhibition: -6.2%; Mtb RmlCD inh: 0

(cont.)
SMILES	GlmU inhibition	Mtb RmlCD inh
CN(C)CCCN(C(=O)COc1ccccc1)c1nc2ccc(F)cc2s1	0.0%	-9
Cc1ccc(C(=O)O)cc1-c1ccc(C=C2C(=O)c3ccccc3C2=O)o1	12%	16
Cc1cc2c(ncn2C)c(NS(=O)(=O)c2ccc(Cl)cc2)c1C	.	-1
Cc1ccccc1NS(=O)(=O)c1ccc(C(=O)N2CCN(c3ccccn3)CC2)cc1	-0.1%	0
COc1ccccc1CNc1ncnc2cc(Cl)ccc12	-4.0%	-7
O=C(c1ccccc1O)N1N=C(c2ccccc2)CC1(O)C(F)(F)F (stereo not given)	-2.9%	3
COc1ccc2c(n1)Sc1nc3ccccc3nc1N2	0.3%	-3
Cc1c(C(=O)NCCSCc2ccco2)cccc1[N+](=O)[O-]	-0.3%	2
COc1ccc(NC(=O)Nc2cccc(Cl)c2Cl)c(OC)n1	1.8%	8
Cc1ccc2nc(Cl)c(C3CC(c4cccs4)=NN3C(=O)CCCC(=O)O)cc2c1 (stereo not given)	-4.3%	3
COc1cccc(C2=CC(c3ccc(OC)c(OC)c3OC)n3nnnc3N2)c1 (stereo not given)	0.1%	13
O=C(/C=C/c1cc(Br)ccc1O)c1ccco1	1.7%	.
CCN(CC)C(=O)CSc1nc2ccccc2c(=O)n1CCC(=O)N1CCN(c2ccccc2)CC1	-6.2%	8
CN(C)S(=O)(=O)N(CC(=O)N1CCOCC1)c1ccccc1	2.5%	.
Nc1c(C(=O)Nn2cnnc2)cc([N+](=O)[O-])cc1[N+](=O)[O-]	-2.3%	2
Cc1ccccc1C(=O)Nc1nnc(-c2ccco2)o1	-5.4%	-8
N#Cc1ccc(C(=O)Nc2nnc(-c3ccccn3)o2)cc1	0.9%	-7
Clc1cccc(CSc2ccc(-c3ccco3)nn2)c1	3.5%	5
O=C(O)CSc1nc2ccccc2c(=O)[nH]1	4.6%	.
Cc1c(C(=O)OC(C)C(C)C[N+](C)(C)C)oc2ccccc12 (stereo not given)	7.2%	-5
O=C(CC1SC(=O)N(c2ccccc2)C1=O)Nc1ccc(Cl)cc1 (stereo not given)	-3.0%	1
CCS(=O)(=O)N1CCN(Cc2ccncc2)CC1	0.1%	.
COC(=O)c1cc(NS(=O)(=O)c2ccc(N3CCCCC3)c([N+](=O)[O-])c2)cc(C(=O)OC)c1	7.1%	8
CCOC(=O)c1c(NC(=O)C2C3CCC(O3)C2C(=O)O)sc2c1CCC(CC)C2 (stereo not given)	-6.5%	0
CC(=O)c1c(C)[nH]c(C(=O)Nc2nc(-c3ccc(Cl)cc3)cs2)c1C	8.0%	-10
Cc1ccsc1CNn1cnnc1SCc1ccccc1F	5.3%	2
Cc1cccc(NC(=O)CSc2nnnn2C)n1	.	-3
O=C(COc1ccccc1)N/N=C/c1ccc(O[C@@H]2O[C@H](CO)[C@@H](O)[C@H](O)[C@H]2O)cc1	1.9%	-41
O=c1cc(NCC2CCCO2)[nH]c(=O)n1-c1ccc(Cl)cc1 (stereo not given)	6.1%	.
CC(C)CCc1noc(CN2CCC(CCN3CCCC3=O)CC2)n1	-1.2%	.
NNC(=O)c1cn2ccccc2n1	-0.4%	2
CON(C)c1nc(C2CCCCC2)c2cc(C)ccc2n1	-1.5%	.
O=C1CCC2=C(CCCC2=O)N1	1.0%	4
COc1ccc(CN2CCN(C(C)C)C(CCO)C2)cc1Cn1cncn1 (stereo not given)	3.4%	.
CN(C)S(=O)(=O)c1ccc(NC(=O)c2cc3ccccc3o2)cc1	-5.5%	-3
N#C/C(=C\c1ccc(-c2cccc([N+](=O)[O-])c2)o1)C(=O)N1CCOCC1	-3.8%	-1
COCCn1c(-c2ccc(OC)cc2)cnc1N	-8.0%	.
CCOc1ccccc1NC(=S)Nc1ccc(S(N)(=O)=O)cc1	1.9%	8
CN1C(=O)C(=Cc2ccc(N3CCOCC3)o2)C(=O)N(C)C1=O	3.3%	2
Cc1ccc(CNC(=O)/C(C#N)=C/c2ccc(C)s2)cc1	-1.6%	8
Cc1cc(NC(=O)CSc2nc3ccccc3[nH]2)n(-c2ccccc2)n1	1.5%	9
CCCC(=O)Nc1ccc(NC(=O)c2ccccc2)nc1	-1.0%	5
COc1cc2ccc(=O)oc2c2ccoc12	-1.4%	.
Cc1c(NC(=O)CN2CC(C)OC(C)C2)c(=O)n(-c2ccccc2)n1C (stereo not given)	7.4%	.
CCCC(=O)NC(=S)Nc1nc(-c2ccc(OC)cc2)cs1	7.4%	-5
Cc1ccccc1NC(=S)NNC(=O)c1cccc(Br)c1	-1.1%	-13
CN(C(=O)CSc1nnnn1-c1ccccc1)C1CCCCC1	-1.5%	1
COc1ccc2c(c1)CCc1c-2nc2ccccc2c1N1CCOCC1	1.0%	7
Cn1cccc1/C=N/NC(=O)CSc1nc2ccccc2n1C	6.5%	11
O=S(=O)(c1ccc(Cl)cc1)N1CCn2c1nc1ccccc12	-4.4%	7
COC(=O)c1ncccc1SC	-3.7%	-4
Cc1[nH]c2ccccc2c1CN1CCN(c2ccccn2)CC1	1.4%	-11
Cc1c(N=C2N=C(NC(=O)c3ccc(F)cc3)c3ccccc32)c(=O)n(-c2ccccc2)n1C	8.1%	-11
CCN(CC)C(=O)C1CCN(S(=O)(=O)c2ccc(C3CNC(=O)C3)cc2)CC1 (stereo not given)	1.0%	.
COc1ccc2cc(CN(CCCN3CCOCC3)Cc3nnnn3C3CCCC3)c(=O)[nH]c2c1	-0.7%	-2
CC1CC(C)CN(C(=S)Nc2ccc(SC(F)F)cc2)C1 (stereo not given)	-1.4%	6
O=C(c1ccccn1)N1N=C2/C(=C/c3ccccc3)CCCC2C1c1ccccc1 (stereo not given)	0.1%	-1
CCOC(CNC(=O)c1ccc2c(c1)ncn2-c1ccc(F)c(F)c1)OCC	-4.6%	-6
COc1ccc(NC(=O)N2CCN(c3ccc([N+](=O)[O-])cc3)CC2)cc1	7.4%	3
CCOC(=O)CNC(=O)CSc1nc2nc(C)c(Br)cc2[nH]1	-3.4%	.

2 records picked at random from the list so far:
SMILES	GlmU inhibition	Mtb RmlCD inh
COc1ccc(NC(=O)N2CCN(c3ccc([N+](=O)[O-])cc3)CC2)cc1	7.4%	3
COC(=O)c1ncccc1SC	-3.7%	-4

An excerpt of these results, with each value named.
Cc1c(N=C2N=C(NC(=O)c3ccc(F)cc3)c3ccccc32)c(=O)n(-c2ccccc2)n1C
  GlmU inhibition = 8.1%
  Mtb RmlCD inh = -11

COC(=O)c1ncccc1SC
  GlmU inhibition = -3.7%
  Mtb RmlCD inh = -4

CN(C(=O)CSc1nnnn1-c1ccccc1)C1CCCCC1
  GlmU inhibition = -1.5%
  Mtb RmlCD inh = 1

Cc1[nH]c2ccccc2c1CN1CCN(c2ccccn2)CC1
  GlmU inhibition = 1.4%
  Mtb RmlCD inh = -11

Other records:
SMILES	GlmU inhibition	Mtb RmlCD inh
O=C1CN(C(=O)CN2CCCC2)C(c2ccccc2)c2cc(Br)ccc2N1 (stereo not given)	3.9%	-1
Cc1c(C(=O)N(Cc2ccccc2)Cc2cccs2)cnn1-c1ccc(Cl)cc1	-4.9%	6
CC(C)(C)c1ccc(-n2nc(C(N)=O)c(O)cc2=O)cc1	-4.8%	-3
C[n+]1cnn2c1SCC1(COC1)C2	-7.6%	.
COc1ccc(C(=O)c2c(C)c3cc(C)ccc3n2CC(O)CN2CCOCC2)cc1 (stereo not given)	-0.2%	4
Cc1ccc(-c2c[nH]c(=S)n2-c2ccccc2)cc1	-0.7%	-5
CC(=O)Nc1ccc(S(=O)(=O)Nc2cccc(-c3cn4c(n3)SCC4)c2)cc1	-3.4%	-11
Cc1ccc(NC(=S)N(CCN(C)C)Cc2cc3cccc(C)c3[nH]c2=O)cc1	-0.5%	-16
Nc1nonc1C(=O)NCCN=Cc1cc(Cc2ccccc2)cc(Br)c1O	.	12
C#Cc1ccc([C@H]2C=C(C(=O)O)O[C@@H](OCCCCO)C2)cc1	-5.0%	.
CNC(=O)CCSc1ccc(C)cc1	-2.0%	.
N=C1SCC(=O)N1c1nc(-c2ccccc2)cs1	-5.4%	.
C/C(CC(c1ccccc1)c1c(O)c2ccccc2oc1=O)=N\NC(N)=S (stereo not given)	3.2%	.
Oc1ccccc1Cn1c(-c2ccccc2O)nc2ccccc21	0.3%	21
COC(=O)c1ccccc1NC(=O)NCc1cccnc1	-1.5%	.
C=CC1=C2C=C(C3CC3)N(C3CC3)C=C2C(=O)C(C)(OC(=O)c2ccco2)C1=O (stereo not given)	0.1%	.
COCCNC(=O)CN(c1ccc(C)cc1)S(=O)(=O)c1ccccc1	-1.1%	.
O=C(Nc1nnc(C2CCCC2)s1)C1CCC1	-6.0%	.
Cc1cc(NCC(c2ccccc2)c2ccccc2)n2ncnc2n1	-2.7%	0
O=C(c1cccnc1)N1CCCc2ccccc21	8.1%	8
COc1ccc(C(=O)Nc2nc3cc(OC)c(OC)cc3c(=O)[nH]2)cc1	4.0%	-5
CC(=O)c1cccc(N(C(=O)c2cnccn2)C(C(=O)NCc2ccccc2)c2ccco2)c1 (stereo not given)	-3.3%	9
CCOc1ccccc1N(C(=O)CNS(=O)(=O)c1ccccc1)C(CC)C(=O)NCc1ccco1 (stereo not given)	-4.2%	20

Source: PubChem BioAssay (several laboratories)
